M1 antag: antagonists of human M1 muscarinic receptor | P11229 | CHO-K1 hM1, Fluo-8 calcium fluorescence, ACh EC80 antagonist | inhibition, % at 3 µM | 360,000 tested, 1.3% active | AID 588852;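 active = percent inhibition above its own plate's cutoff, namely the mean of that plate's compound wells plus 3 SD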;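 note: peak over basal fluorescence ratio during 140 s after agonist addition; 0% = ACh EC80 plus DMSO and 100% = DMSO alone without agonist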
M1 PAM: positive allosteric modulators of human M1 muscarinic receptor | P11229 | CHO-K1 hM1, Fluo-8 calcium fluorescence, ACh EC20; 0% = ACh EC20, 100% = maximal ACh | 360,000 tested, 0.088% active | AID 588819 | activation, % at 3 µM; in the data active = activation above about 19%, passing the limit was not always enough
TAAR1 ag: human TAAR1 agonism; CHO RD-HGA16 TAAR1, Fluo-8 calcium fluorescence; vehicle wells 0%, saturating PEA agonist 100%; 360,000 tested, 0.99% active; Q96RJ0; activation, % at 3 µM;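 active = activation above the mean activation of all test compounds in the run plus 3 SD, cut at about 38% in these data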
Target sequence (Q96RJ0 whole entry, looked up): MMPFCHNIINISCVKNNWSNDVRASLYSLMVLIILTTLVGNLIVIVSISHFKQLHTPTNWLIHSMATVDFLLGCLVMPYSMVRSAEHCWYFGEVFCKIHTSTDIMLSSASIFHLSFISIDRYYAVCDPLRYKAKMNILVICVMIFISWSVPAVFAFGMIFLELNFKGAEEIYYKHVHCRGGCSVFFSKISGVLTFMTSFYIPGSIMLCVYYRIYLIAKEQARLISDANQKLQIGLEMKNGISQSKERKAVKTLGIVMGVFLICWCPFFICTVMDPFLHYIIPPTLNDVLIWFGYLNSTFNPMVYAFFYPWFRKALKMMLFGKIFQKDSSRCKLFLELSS
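System: CHO RD-HGA16 cells carrying human TAAR1 plus Gα16; Incubation: 17-24 h seeding, 75 min 37 °C dye, 30 min RT; Measured by: Fluo-8 fluorescence, 5 s baseline then 140 s kinetic read; Control set: DMSO and PEA EC100; Replication: single well for each compound.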
CHRM1 agonist: human M1 muscarinic receptor agonism | P11229 | 360,000 tested, 0.33% active | activation, % at 3 µM | CHO-K1 hM1, Fluo-8 calcium fluorescence, agonist mode; 0% DMSO, 100% acetylcholine EC100;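 active = activation above the run's mean compound activation plus 3 SD, cut at about 16% in these data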;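 note: peak over basal fluorescence ratio within a 140 s kinetic read after compound addition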
M5 PAM: potentiates acetylcholine response at human M5 receptor. AID 624038. activation, % at 3 µM. CHO-K1 hM5, Fluo-8 calcium, ACh EC20 PAM; 0% = ACh EC20, 100% = ACh EC100. 360,000 tested, 0.3% active;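 active = activation above the run cutoff, the mean activation of all test compounds plus 3 SD, cut at about 18% in these data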
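Probe or stimulus: acetylcholine, EC20 level; Assay system: human M5 receptor in CHO-K1 cells; Schedule: compound preincubation 140 s before EC20 acetylcholine addition; Technique: intracellular calcium via Fluo-8 fluorescence; Dosing: single-point, 3 µM nominal; Read-out basis: percent activation from peak-over-basal fluorescence ratio, scaled EC20-to-EC100 acetylcholine; Repeats: one well per compound, no replicates.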
M4 antag: CHRM4 antagonism in calcium assay; 360,000 tested, 0.73% active; inhibition, % at 3 µM; P08173; CHO-hM4 cells, ACh EC80, Fluo-8 calcium fluorescence; AID 624125;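 active = inhibition above its plate's cutoff, the mean inhibition of sample wells plus 3 SD, cut at about 27% in these data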;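 note: 0% = acetylcholine EC80 with DMSO and 100% = DMSO without agonist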
Target sequence (P08173 whole entry, looked up): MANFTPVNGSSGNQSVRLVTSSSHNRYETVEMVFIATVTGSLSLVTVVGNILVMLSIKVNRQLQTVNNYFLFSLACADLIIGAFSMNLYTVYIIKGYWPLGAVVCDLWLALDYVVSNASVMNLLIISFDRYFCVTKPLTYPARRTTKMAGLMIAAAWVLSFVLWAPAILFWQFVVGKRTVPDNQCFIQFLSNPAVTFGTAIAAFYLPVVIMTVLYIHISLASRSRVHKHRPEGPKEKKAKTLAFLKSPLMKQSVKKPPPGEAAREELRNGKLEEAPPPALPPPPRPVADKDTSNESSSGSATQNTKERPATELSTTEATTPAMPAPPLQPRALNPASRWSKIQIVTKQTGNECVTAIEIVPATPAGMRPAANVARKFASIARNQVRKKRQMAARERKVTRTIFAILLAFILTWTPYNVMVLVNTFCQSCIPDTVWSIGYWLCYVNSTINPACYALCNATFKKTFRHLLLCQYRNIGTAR
M5 antag: CHRM5 antagonism in calcium assay; P08912; CHO-hM5 cells, Fluo-8 calcium fluorescence, ACh EC80; 360,000 tested, 0.59% active; inhibition, % at 3 µM;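 active = inhibition above a per-plate cutoff, the mean of that plate's test compounds plus 3 SD, cut at about 27% in these data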;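 note: 0% = acetylcholine EC80 with DMSO and 100% = DMSO without agonist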
CHRM4 agonist: agonists of human muscarinic M4 receptor (CHRM4); P08173; CHO-K1 hM4/Gqi5, Fluo-8 calcium fluorescence; vehicle 0%, full acetylcholine response 100%; activation, % at 3 µM; 360,000 tested, 0.14% active; AID 624127;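 active = activation above the run mean over all test wells plus 3 SD, cut at about 32% in these data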;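 note: peak over basal fluorescence ratio per well then scaled between controls; 0% = DMSO wells and 100% = acetylcholine at EC100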
CHRM5 agonist: agonists of human muscarinic M5 receptor (CHRM5); P08912; CHO-K1 hM5 cells, Fluo-8 calcium fluorescence; 0% DMSO wells, 100% maximal acetylcholine response; activation, % at 3 µM; 360,000 tested, 0.19% active;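 active = activation above the run's mean over test compounds plus 3 SD, cut at about 23% in these data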;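 note: signal is peak over basal fluorescence ratio across the kinetic read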
Starred values were filed as active, the others as inactive. These rows are one share of the data; count on the stated rates, not on these rows.

structure | CHRM4 agonist | CHRM1 agonist | M4 antag | M1 PAM | M5 antag | TAAR1 ag | M5 PAM | CHRM5 agonist | M1 antag
O=S(=O)(c1cccc2nsnc12)N1CCc2ccccc2C1 | 2 | -9 | 13 | -7 | 0 | 17 | -4 | -6 | 1
O=C(NC(C(=O)O)c1ccccc1)c1ccc(S(=O)(=O)N2CCOCC2)cc1 (stereo unspecified) | 0 | -3 | 2 | 8 | -6 | 4 | -1 | 0 | -17
Cc1occc1C(=O)Nc1cccc(C(=O)NCc2ccccc2)c1 | 7 | -1 | -6 | 7 | 15 | 8 | -11 | 0 | -9
COc1ccccc1N(CC(=O)NC1CCCC1)S(=O)(=O)c1ccc(C)cc1 | 3 | -9 | 4 | 8 | -2 | -4 | 1 | -2 | -7
Cc1ccccc1C1CC(c2cccs2)=NN1S(C)(=O)=O (stereo unspecified) | 3 | -13 | -9 | 19 | -7 | 10 | 11 | 0 | -17
Cc1nn2c(-c3ccncc3)ccnc2c1Br | 2 | -3 | 4 | -1 | 10 | 1 | -2 | 2 | 11
CCCCCNc1nc2sc3c(c2c(=O)n1-c1cccc(Cl)c1)CCN(C)C3 | 0 | -7 | -6 | 0 | 13 | 3 | 1 | -4 | -2
COCC(=O)Nc1nnc(SCC(=O)NCc2cccs2)s1 | 0 | -1 | 4 | 7 | -3 | 10 | 1 | 0 | -6
CCOC(=O)CC(=O)CSc1nc2c(cc1C#N)CCCCCC2 | 1 | -6 | 0 | 3 | 0 | 14 | 5 | -5 | -3
Cn1c(=O)c(=O)n(C)c2cc(N3CCOCC3)c(NS(=O)(=O)c3ccc([N+](=O)[O-])cc3)cc21 | 1 | 0 | 3 | 3 | 2 | 1 | 1 | -1 | -3
COc1ccc([C@H]2CC(=O)C=C(c3ccc(OC)nc3)C2)cc1 | 1 | -4 | -1 | 1 | -1 | 1 | -2 | 3 | -1
CCC(C)NC(=O)CSc1nc2cc3c(cc2c(=O)n1Cc1ccco1)OCO3 (stereo unspecified) | 1 | -3 | 1 | 1 | 2 | 5 | 0 | -1 | -6
Cc1cc(OCC(=O)OCC(=O)N2CCc3ccccc32)ccc1Cl | 4 | -5 | -18 | 11 | 1 | 2 | -3 | -5 | -12
COC(=O)CSc1nc(N)c(NC(=O)c2ccc(OC)c(OC)c2)c(=O)[nH]1 | 1 | 3 | 0 | 8 | -2 | 1 | -2 | 2 | -5
CC(=O)c1ccc(N2CCN(C(=O)c3cc(C)on3)CC2)cc1 | 3 | -5 | -1 | 1 | 2 | 10 | -3 | 4 | 1

Some of these compounds in order of formula weight, rising.
structure | CHRM4 agonist | CHRM1 agonist | M4 antag | M1 PAM | M5 antag | TAAR1 ag | M5 PAM | CHRM5 agonist | M1 antag
COCC(=O)Nc1nnc(SCC(=O)NCc2cccs2)s1 | 0 | -1 | 4 | 7 | -3 | 10 | 1 | 0 | -6
COc1ccccc1N(CC(=O)NC1CCCC1)S(=O)(=O)c1ccc(C)cc1 | 3 | -9 | 4 | 8 | -2 | -4 | 1 | -2 | -7
Cn1c(=O)c(=O)n(C)c2cc(N3CCOCC3)c(NS(=O)(=O)c3ccc([N+](=O)[O-])cc3)cc21 | 1 | 0 | 3 | 3 | 2 | 1 | 1 | -1 | -3

New compounds follow:
structure | CHRM4 agonist | CHRM1 agonist | M4 antag | M1 PAM | M5 antag | TAAR1 ag | M5 PAM | CHRM5 agonist | M1 antag
NC(N)=NS(=O)(=O)c1ccc(NC(=S)NC(=O)/C=C/c2ccccc2)cc1 | 0 | -1 | -9 | 3 | 0 | 2 | -4 | -4 | -19
Cc1ccc(S(=O)(=O)N2CCC(C(=O)NCCC3=CCCCC3)CC2)cc1C | 1 | 6 | -3 | 4 | 15 | 7 | -2 | -1 | -11
Cc1c(Cl)cccc1N/C(SCC(=O)N1CCCCCC1)=C(/C#N)c1nc2ccccc2s1 | 0 | -4 | 3 | 6 | -2 | 3 | -3 | 0 | 4
COc1ccccc1/C=C1\CCCC2=C1Nc1nnnn1C2c1ccccc1OC (stereo unspecified) | 0 | -5 | 0 | 1 | 0 | -1 | 0 | -2 | -4
CCOC(=O)c1nc(NCc2ccccc2F)c2ccccc2n1 | 1 | -1 | 7 | -2 | 3 | 1 | 0 | 4 | -2
O=C(NCc1cccs1)c1ccc(S(=O)(=O)N2CCCCC2)cc1 | 1 | -8 | -15 | 6 | 11 | 11 | -1 | -4 | 1
Cc1cccc(CCNC(=O)CCc2nnc(CCc3ccccc3)o2)n1 | 1 | -6 | 12 | 13 | 5 | 0 | 4 | -3 | 1
CCOC(=O)c1ccc(Nc2nnc(C(C)(C)C)c(=O)[nH]2)cc1 | 3 | -1 | -9 | -3 | 2 | 16 | 8 | -5 | 10
O=C(Nc1ccccc1)Nc1ccccc1C(=O)NCCCN1CCOCC1 | 1 | -5 | -4 | 10 | 3 | 2 | 5 | 0 | -10
CCCC(=O)c1ccc2c(c1)OCCO2 | 1 | -6 | 4 | 2 | -3 | 5 | 5 | -10 | -3
CCCCc1cc(=O)oc2cc(OCC(=O)N[C@@H](Cc3ccccc3)C(=O)O)ccc12 | 0 | -3 | -2 | 4 | -4 | -1 | 5 | 3 | -10
CCCC(=O)N(C1CC(C)C(C#N)(C#N)C1(C#N)C#N)N(C)C (stereo unspecified) | 2 | -4 | 47* | 2 | 13 | 12 | -2 | 0 | 2
O=C(CCC(=O)N1CCN(c2ccccc2F)CC1)N1CCN(c2ccc(F)cc2)CC1 | 9 | -3 | 1 | 4 | 2 | 6 | -6 | 7 | -15
O=C(C1CC(c2ccc(F)cc2)=NO1)N1CCN(c2ccccc2)CC1 (stereo unspecified) | 0 | -3 | 21 | -9 | 3 | 0 | -5 | 0 | 47*
CCOC(=O)c1c(C)[nH]c(C(=O)C(C)OC(=O)c2ccc(NC(=O)CC#N)cc2)c1C (stereo unspecified) | 5 | -2 | 2 | 0 | 7 | 1 | -7 | 6 | 4

Continued, overlapping the part above by four compounds.
structure | CHRM4 agonist | CHRM1 agonist | M4 antag | M1 PAM | M5 antag | TAAR1 ag | M5 PAM | CHRM5 agonist | M1 antag
CCCC(=O)N(C1CC(C)C(C#N)(C#N)C1(C#N)C#N)N(C)C (stereo unspecified) | 2 | -4 | 47* | 2 | 13 | 12 | -2 | 0 | 2
O=C(CCC(=O)N1CCN(c2ccccc2F)CC1)N1CCN(c2ccc(F)cc2)CC1 | 9 | -3 | 1 | 4 | 2 | 6 | -6 | 7 | -15
O=C(C1CC(c2ccc(F)cc2)=NO1)N1CCN(c2ccccc2)CC1 (stereo unspecified) | 0 | -3 | 21 | -9 | 3 | 0 | -5 | 0 | 47*
CCOC(=O)c1c(C)[nH]c(C(=O)C(C)OC(=O)c2ccc(NC(=O)CC#N)cc2)c1C (stereo unspecified) | 5 | -2 | 2 | 0 | 7 | 1 | -7 | 6 | 4
CN1CCCC1CCNS(=O)(=O)c1ccc(Br)cc1 (stereo unspecified) | 1 | -3 | 0 | -13 | 6 | 10 | -7 | -11 | -1
CCCc1nnc(NC(=O)C2CC(=O)N(C3CCCC3)C2)s1 (stereo unspecified) | 0 | -2 | -13 | 12 | 8 | -1 | 1 | -4 | -4
Cc1[nH]c(=O)[nH]c(=O)c1C=CC(=O)NC(CO)CS(=O)Cc1ccccc1 (stereo unspecified) | 1 | 2 | 11 | 13 | 15 | 4 | 0 | -3 | -22
Cc1nc(CSc2ccc(Cl)cc2)cc(NCc2ccccc2)n1 | 1 | -4 | -12 | 0 | 1 | 12 | -5 | -3 | -31
Cn1c(Oc2ccc(Cl)cc2)c(C=O)c2ccccc21 | -2 | -6 | 5 | -2 | 2 | -3 | -6 | -6 | -5
CCCCCC1CCC(C(=O)NNC(=S)NCC)CC1 (stereo unspecified) | 1 | -3 | 0 | 9 | -1 | 3 | 3 | -1 | -8
CC(=O)c1cccc(NC(=S)NCCC2=CCCCC2)c1 | 9 | 0 | 5 | -1 | 5 | 10 | -9 | 1 | 4
O=S(=O)(NC1CCCCCCC1)c1cccs1 | 1 | -4 | -1 | 6 | -2 | 5 | 0 | -6 | -15
CCCc1nnc(NC(=O)C(CC)OC(=O)c2cc(C)nc3ccccc23)s1 (stereo unspecified) | -2 | -6 | 6 | -3 | -3 | 6 | -3 | 10 | 3
O=C(C1CCCN1S(=O)(=O)c1cccc2nsnc12)N1CCCCC1 (stereo unspecified) | 0 | -1 | 0 | 2 | 4 | 1 | 3 | 6 | -16
Cc1ccc(N2C(=O)CCC(C(=O)O)C2c2cccs2)cc1 (stereo unspecified) | 1 | -2 | -8 | 6 | 1 | -2 | 3 | -2 | -5
COc1ccc(-c2nc(CNS(=O)(=O)c3ccc(OC)c(OC)c3)cs2)cc1 | 6 | 0 | -4 | 0 | -3 | 3 | -1 | 4 | 2
CCc1nn(CCCC(=O)Nc2ccc(C)cc2C)c(=O)c2cc3occc3n12 | 0 | -5 | -3 | 3 | -13 | -2 | 1 | -6 | -8
CC(=O)NCCn1c(SCC(=O)NCCc2ccc(S(N)(=O)=O)cc2)nc2ccccc2c1=O | 1 | -2 | -2 | 10 | 2 | 7 | 0 | 0 | -8
CN(C)CC(=O)c1c[nH]c2ccccc12 | 0 | -2 | 4 | -2 | 1 | 8 | 1 | 0 | -10
Cc1ccc(Cl)cc1NC(=O)Cn1cccc1 | 2 | -7 | 2 | 7 | 5 | 9 | -2 | 0 | -3
Cc1sc(N2C(=O)C3C4C=CC(C4)C3C2=O)c(C#N)c1C (stereo unspecified) | 2 | -4 | -2 | 4 | 8 | 5 | -4 | -1 | -4
COc1cc(C=C(c2nc3ccccc3s2)c2nc3ccccc3s2)cc(OC)c1O | 2 | -5 | -3 | -1 | -6 | 3 | 1 | 2 | 0
Cc1ncoc1C(=O)Nc1ccc2c(c1)OCCO2 | 0 | -3 | -4 | 0 | 2 | 7 | -2 | -1 | 10
COc1cc(C)nc(Oc2ccc(=O)n(C)n2)n1 | 1 | -4 | 0 | 12 | -3 | 7 | 5 | -1 | -12
CCN(CC(=O)Nc1c(F)cccc1F)C(=O)/C=C/c1ccc2ccccc2n1 | 2 | -3 | 9 | 3 | 6 | 6 | 0 | 3 | 1

High-throughput results deposited in PubChem by The Scripps Research Institute Molecular Screening Center.
